Screening results deposited in PubChem BioAssay by National Center for Advancing Translational Sciences (NCATS).
FLuc modulator – counter-screen for miR-21 project: firefly luciferase inhibitors or activators | P08659 | purified FLuc, Km substrates, luminescence inhibition | Potency, µM (series often up to 57.5 µM), without a hit: at the highest dose activity change, negative = inhibition, actives largely listed as inhibitors | 360,000 tested, 6.9% active | AID 588342;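 also: potency is read from the fitted curve at half-maximal effect; plate controls were vehicle for no effect and reference inhibitor for full effect; nearly all actives have a fitted effect of over 55% in size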
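Purified P. pyralis luciferase, 10 nM final, with Km-level 10 uM D-luciferin and 10 uM ATP in 50 mM Tris acetate pH 7.5, 10 mM Mg acetate, 0.01% Tween-20, 0.05% BSA; 6-point qHTS titration about 60 µM downward; luminescence read.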
VP16 counter – inhibits Gal4-VP16 luciferase reporter, ROR gamma counter-screen; Drosophila S2 Gal4-VP16 UAS-luciferase, luminescence, 20 h; Potency, µM (doses to about 53.6 µM), without a hit: at the top dose activity, negative = inhibition, most hits filed as inhibitors; 310,000 tested, 3.5% active;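 also: Gal4-VP16 expression switched on by copper sulfate through the metallothionein promoter; potency is read from the fitted curve at half-maximal effect; % is scaled to controls: 0 for no effect and ±100 for the full control effect; nearly all actives have a fitted effect of over 50% in size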
ELG1 genotox – induces genotoxicity in HEK293T cells with luciferase-tagged ELG1; HEK293T ELG1-luciferase reporter, luminescence, 16 h; Potency, µM (top dose mostly 46 µM), for the others: top-dose activity change, positive = activation, usual class: activators; 330,000 tested, 1.3% active; AID 504466; also: potency is read from the fitted curve at half-maximal effect; % of control where 0% means no effect; nearly all actives have a fitted effect of over 60% in size
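Step 1: seed 2,000 HEK293T ELG1-luciferase cells per well. Step 2: add compound or DMSO, incubate 16 hr at 37 °C. Step 3: ONE-Glo, 30 min at room temperature, read luminescence.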
Rab9 promoter act – activators of Rab9 promoter; Potency, µM (highest dose often 9.22 µM), inactives show at the top dose activation, negative = inhibition, actives largely listed as activators; Huh7 Rab9 promoter-luciferase reporter, luminescence, 24 h; AID 485297; 320,000 tested, 2.8% active; also: potency is read from the fitted curve at half-maximal effect; % of control where 0% means no effect; nearly all actives have a fitted effect of over 60% in size
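Using Huh7 cells stably transfected with Rab9 promoter–luciferase, compounds were incubated 24 h at 37 °C, 5% CO2; luciferase luminescence was read 10 min after reagent addition.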
Menin-MLL TR inh – displaces Texas Red mutant MLL peptide from human menin; AID 1768; O00255; Potency, µM (titrated, usually from 61.6 µM), for the others: at the top dose FP activity change, negative = inhibition, most hits filed as inhibitors; Menin + Texas Red MLL mutant peptide, fluorescence polarization; 270,000 tested, 0.23% active; active = well fitted inhibition curve with a large enough effect in the polarisation, with a control signal flat, not every such curve was filed as active; inconclusive = small, poorly fitted or top-dose-only effect, or effect the other way, or a change in a side signal; inactive = no such curve, though single readings can be large or run the other way; the % refers to the polarisation; also: potency is read from the fitted curve at half-maximal effect; % of control where 0% means no effect; many of its hits are not listed in these tables
Target sequence (O00255 whole entry, looked up): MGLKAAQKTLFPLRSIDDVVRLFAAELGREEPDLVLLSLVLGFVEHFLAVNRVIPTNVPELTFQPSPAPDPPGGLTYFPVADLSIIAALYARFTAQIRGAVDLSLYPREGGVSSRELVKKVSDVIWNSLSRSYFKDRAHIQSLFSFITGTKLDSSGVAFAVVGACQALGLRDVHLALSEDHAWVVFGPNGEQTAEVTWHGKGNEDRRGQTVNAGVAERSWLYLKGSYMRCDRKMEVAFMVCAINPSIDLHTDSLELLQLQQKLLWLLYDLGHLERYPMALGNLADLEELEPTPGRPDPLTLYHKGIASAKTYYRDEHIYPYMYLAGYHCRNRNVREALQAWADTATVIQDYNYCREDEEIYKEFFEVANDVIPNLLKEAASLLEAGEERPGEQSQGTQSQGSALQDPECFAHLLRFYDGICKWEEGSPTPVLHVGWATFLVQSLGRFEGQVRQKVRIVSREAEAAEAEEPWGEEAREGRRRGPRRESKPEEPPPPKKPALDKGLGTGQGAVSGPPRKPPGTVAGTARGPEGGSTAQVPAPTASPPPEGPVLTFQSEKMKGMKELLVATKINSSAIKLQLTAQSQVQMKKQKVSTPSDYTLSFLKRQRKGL
NPC1 promoter act – activators of NPC1 promoter; Potency, µM (titrated, usually from 9.22 µM), for inactives: at the highest dose activation, most hits filed as activators; AID 485313; 320,000 tested, 2.4% active; Huh7 NPC1 promoter luciferase reporter, 24 h;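 also: potency is read from the fitted curve at half-maximal effect; % of control where 0% means no effect; nearly all actives have a fitted effect of over 60% in size; reporter is driven by a mutant NPC1 promoter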
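NPC1 promoter–luciferase Huh7 cells; 24 h compound; luminescence.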
BRCA1 expr up – increases BRCA1 expression. MCF7-BRCA1-FFLuc reporter, luminescence, 48 h; response scale: scaled: vehicle 0%, 10 µM genistein 100%. Potency, µM (highest dose often 46.1 µM), without a hit: top-dose activation, usual class: activators. AID 624202. 380,000 tested, 1.1% active; also: potency is read from the fitted curve at half-maximal effect; nearly all actives have a fitted effect of over 80% in size; some results filed as inactive show a strong effect at the top dose
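Quantitative HTS in MCF7 cells stably reporting BRCA1 expression via firefly luciferase. Compound treatment lasts 48 h at 37 °C in phenol-red free MEM. Activation is expressed relative to genistein at 10 microM and DMSO.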
Giardia killer – kills Giardia lamblia; Giardia lamblia trophozoite viability; activity change, % at 7.66 µM, hits read low; 340,000 tested, 0.15% active; AID 540267; in the data active = activity change below about -80%; inconclusive = between about -30% and that limit;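 also: parasites exposed to compound for two days anaerobically before the ATP read; % is scaled to controls: 0 for no effect and ±100 for the full control effect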
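Anaerobic 48 hrs incubation at 37 deg C of 100 trophozoites/well with test compounds; ATPLite 1-Step luminescence, 15-30 min RT, reports cellular ATP as viability.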
PKM2 activator – PKM2 (human) enzyme activation; AID 1631; 260,000 tested, 0.34% active; purified PKM2, Kinase-Glo ATP luminescence, activation; response scale: 0% is enzyme alone, no compound; P14618; Potency, µM (top dose mostly 57.5 µM), inactives show at the top dose activation, usual class: activators; also: potency is read from the fitted curve at half-maximal effect; % is scaled to controls: 0 for no effect and ±100 for the full control effect; nearly all actives have a fitted effect of over 55% in size
Target sequence (P14618 whole entry, looked up): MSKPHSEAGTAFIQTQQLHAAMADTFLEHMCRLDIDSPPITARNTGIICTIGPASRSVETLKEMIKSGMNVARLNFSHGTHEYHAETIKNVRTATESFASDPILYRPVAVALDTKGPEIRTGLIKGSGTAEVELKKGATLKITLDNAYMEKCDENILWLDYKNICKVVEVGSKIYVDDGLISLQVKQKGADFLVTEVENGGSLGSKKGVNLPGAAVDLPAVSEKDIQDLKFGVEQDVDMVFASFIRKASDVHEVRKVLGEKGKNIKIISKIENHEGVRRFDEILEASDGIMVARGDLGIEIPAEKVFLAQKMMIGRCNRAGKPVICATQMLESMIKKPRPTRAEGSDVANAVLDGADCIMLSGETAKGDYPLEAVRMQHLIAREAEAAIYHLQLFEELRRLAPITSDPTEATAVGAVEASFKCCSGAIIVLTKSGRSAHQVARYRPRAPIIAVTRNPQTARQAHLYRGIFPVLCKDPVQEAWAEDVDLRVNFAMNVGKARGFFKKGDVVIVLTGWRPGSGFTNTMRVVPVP
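Purified hPK-M2 (>95% pure) converted ADP (0.1 mM final) to ATP with 0.5 mM PEP in 50 mM imidazole pH7.2, KCl, MgCl2, Tween 20, BSA; 1 h at room temperature. ATP detected by Kinase-Glo luminescence.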
RORg inh – inhibitors of mouse ROR gamma transcriptional activity; 310,000 tested, 5.4% active; AID 2551; Drosophila S2 Gal4-RORgamma UAS-luciferase reporter, 20 h; Potency, µM (doses to about 53.6 µM), for inactives: at the highest dose activity change, negative = inhibition, hits mostly inhibitors; P51450; also: potency is read from the fitted curve at half-maximal effect; % is scaled to controls: 0 for no effect and ±100 for the full control effect; nearly all actives have a fitted effect of over 60% in size
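Luciferase reporter read in Schneider cells carrying Gal4-RORγ (mouse) and UAS-Photinus luciferase; cells given compound 1 h before 700 uM copper sulfate induction, then incubated 20 h at ambient temperature.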
p53 reactivator – mutant p53 re-activation in reporter cells; H1299 p53-A138V BP100-luciferase reporter, luminescence, 24 h; 320,000 tested, 0.063% active; Potency, µM (highest dose often 92.2 µM), for the others: at the top dose activity change, positive = activation, usual class: activators; AID 504706; also: potency is read from the fitted curve at half-maximal effect; % of control where 0% means no effect; nearly all actives have a fitted effect of over 45% in size
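p53-null H1299 cells stably carrying temperature-sensitive p53-A138V and a BP100-luciferase reporter were pinned with compounds (4-point, 1:5 series) and held 24 hrs at 37 deg C. Luminescence was read 10 min after detection reagent.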
Starred values were filed as active, the others as inactive; ? = inconclusive; / = not tested or not shown; & = joins results of further samples; [ ] = another dose, or the depositor's remark. Unless noted, calls follow the shape of the dose curve; as a rule, active = well fitted curve in the direction sought with a large enough effect; inconclusive = small, poorly fitted or top-dose-only effect, or another doubt; inactive = no such curve, though single readings can be large; an effect the other way counts as inactive or inconclusive. These rows are one share of the data; count on the stated rates, not on these rows.

SMILES	FLuc modulator	VP16 counter	ELG1 genotox	Rab9 promoter act	Menin-MLL TR inh	NPC1 promoter act	BRCA1 expr up	Giardia killer	PKM2 activator	RORg inh	p53 reactivator
N#C/C(=C\c1cc(Cl)cc(Cl)c1O)C(=O)NC1CCCCC1	-6.6%	-10.2%	-1.4%	-3.0%	?	0.6%	2.2%	-7.6	-0.4%	-4.5%	-7.6%
N#Cc1nc(-c2ccccc2F)oc1N1CCCC1	1.5%	12.6%	?	1.0%	22.4%	2.6%	0.6%	-2.6	3.4%	0.9%	1.0%
COC(=O)c1ccc(CSc2nccn2C)cc1	?	-3.5%	13µM*	18.1%	1.7%	18.4%	37.2%	-2.2	0.1%	24.8%	23.3%
O=[N+]([O-])c1ccc(CSc2ncnc3ccccc23)cc1	?	22.6%	-5.8%	4.6%	-21.2%	-4.8%	-3.1%	1.5	/	7.94µM*	-2.2%
CSc1nccc(N/N=C/c2ccccc2)n1	2.69µM*	0.3%	?	1.41µM*	?	1.58µM*	?	-10.8	/	-4.2%	20.2%
CCn1cc(Br)c(C(=O)Nc2nccs2)n1	?	5.8%[10 µM]	16.1%	13.7%	-4.2%	16.9%	-12.3%	-1.4	2.0%	-32.2%	6.4%
CCc1nnc(NC(=O)CSc2nnc(Cc3ccccc3)n2-c2ccc(OC)cc2)s1	-0.8%	-10.0%	1.7%	0.1%	?	0.4%	11.7%	5.4	-13.1%	?	-7.1%
O=C(CCc1ccccc1)NCCCNC(=O)CCc1ccccc1	/	/	0.6%	-4.9%	/	-1.9%	3.2%	3.2	/	/	-1.0%
Cc1cccc(NC(=O)c2cnc3sccn3c2=O)c1	3.38µM*	-12.9%	?	0.447µM*	?	0.891µM*	56.0%	16.1	-3.3%	-21.5%	6.4%
CCOC(=O)c1cc(=O)cc(C(=O)OCC)o1	-2.0%	1.6%	-1.6%	-5.6%	9.2%	0.1%	-19.1%	10.2	-6.6%	-17.8%	-21.6%
CC(NC(=O)CN1CCOCC1)c1ccc(F)cc1 (configuration not stated)	0.0%	0.6%	1.0%	0.7%	-12.5%	-1.3%	11.4%	20.1	/	1.1%	0.8%
CCCCCNC(=O)c1cccc(S(=O)(=O)N2CC3(C)CC2CC(C)(C)C3)c1 (configuration not stated)	-0.7%	/	6.8%	-8.7%	/	-2.3%	-54.6%	-15.2	/	/	-1.6%
COc1cccc(OC)c1OCCNCC1COc2ccccc2O1 (configuration not stated)	/	6.7%	/	-20.2%[46.1 µM]	?	-0.4%[46.1 µM]	11.0%	18.5	/	-9.2%	/
O=C(Cn1nnc(-c2ccc(Cl)cc2)n1)NCc1ccco1	3.7%	16.3%	2.4%	0.4%	6.3%	3.7%	59.8%	-9.6	-2.5%	27.5%	2.1%
Cc1ccc(C)c(NC(=O)CCc2nnc3ccc(N4CCCC4)nn23)c1	6.3%	-3.8%	-2.0%	-5.4%	/	-1.4%	-3.9%	22.8	/	-11.2%	-1.5%
COc1ccc(NC(=O)CSc2c3c(nc4ccccc24)CCC3)c(OC)c1	-16.9%&4.4%	-0.7%	-7.3%	-6.0%	-18.3%	-0.1%	-50.6%	-5.3	-7.8%	26.7%	5.6%
CC(=O)Oc1cccc(N2C(=O)c3ccc(C(=O)Nc4c[nH]c(=O)[nH]c4=O)cc3C2=O)c1	2.8%	2.6%	-0.8%	-0.8%	21.1%	1.7%	0.0%	-29.1	2.4%	-4.3%	-2.5%
CCOC(=O)c1ccccc1NC(=O)C=C(C)C	-0.9%	-1.0%	7.0%	1.7%	7.4%	2.4%	-29.4%	11.6	4.9%	14.5%	4.2%
Cc1ccc(NC(=O)COC(=O)COc2ccc3ccc(=O)oc3c2)cc1[N+](=O)[O-]	-13.0%	/	1.4%	-4.7%	/	-2.3%	-14.8%	0.9	/	/	-1.8%
O=C(CCCn1c(=S)[nH]c2ccccc2c1=O)N1CCOCC1	-0.9%	-1.2%	-1.7%	-1.0%	-1.6%	0.3%	-3.3%	6.9	-6.3%	-33.7%	-9.5%
CCOC(=O)C(=O)c1csc(NC(=O)COc2ccc(N(C)S(=O)(=O)c3ccc(F)cc3)cc2)n1	1.2%	11.5%	0.9%	0.9%	5.6%	-4.4%	17.3%	-15.4	-5.5%	2.2%	0.9%
CC(C)(O)C#Cc1ccc(CN2CCCC(CO)(Cc3cccc(Cl)c3)C2)cc1 (configuration not stated)	0.8%	-9.8%	-8.4%	-2.3%	3.9%	-6.3%	-35.6%	8.7	-0.5%	25.8%	-0.1%
CC1CCN(c2ccc(-c3ccc(NC(=O)c4ccco4)cc3)nn2)CC1	?	/	?	3.55µM*	/	?	?	1.0	/	/	?
O=C(O)CCC(=O)Nc1ccc(S(=O)(=O)c2ccc(NC(=O)CCC(=O)O)cc2)cc1	3.9%	1.0%	-3.4%	-0.2%	1.3%	0.5%	0.0%	4.5	3.3%	6.6%	/
CCN(CC)C(=O)C1CCCN(C(=O)Nc2ccc3nsnc3c2)C1 (configuration not stated)	-11.7%	-15.3%	0.2%	9.5%	2.5%[11.7 µM]	4.4%	8.4%	12.1	-14.2%	-32.3%	5.8%
CSCc1c(C(=O)N2CCCc3ccccc32)oc2ccccc12	-1.2%	/	-7.0%	-1.9%	/	-3.3%	-11.8%	-8.3	/	/	3.7%
CCCCSCCCNC(=O)C1CCC(CNS(=O)(=O)c2ccccc2)CC1 (configuration not stated)	2.7%&-4.6%	-23.7%	-5.1%	14.9%	-11.3%	-4.4%	-19.2%	0.5	/	43.5%	0.7%
Cc1cc(NC(=O)CSc2ccc(Cl)cc2)no1	1.3%	-6.1%	6.6%	-7.2%	15.5%	-1.5%	7.7%	5.3	11.2%	31.9%	12.4%
CCc1cc(C(=O)N/N=C/c2c(C)[nH]c3ccccc23)cs1	?	-8.3%	0.3%	-1.2%	?	1.9%	-14.1%	-1.7	1.2%	-16.7%	0.1%
Nc1n[nH]c(N)c1N=Nc1cccc(C(F)(F)F)c1	-18.1%	8.7%	9.4%	1.0%	?	17.7%	61.0%	6.8	/	2.9%	1.5%
COc1ccc2c(C(=O)c3ccc(C)cc3)n(CCCC(N)=O)[n+]([O-])c2c1	-19.7%	/	4.9%	-0.2%	/	-2.1%	20.7%	6.2	/	/	-5.2%
Cc1c(C)c2c(OCC(=O)O)cc3c(c2oc1=O)CCC(C)(C)O3	1.0%	3.1%	2.1%	-8.7%	0.0%	3.7%	-6.8%	-3.2	/	7.2%	5.6%
CCN(CC)CCn1c(SCC(=O)NCCC2=CCCCC2)nc2c(sc3ccccc32)c1=O	1.6%	-0.9%	-6.9%	-4.7%	-13.3%	-3.4%	-3.6%	-8.9	-0.1%	-15.8%	6.4%
CC1CN(C(=S)Nc2ccc(S(N)(=O)=O)cc2)CC(C)O1 (configuration not stated)	-1.8%	18.6%	-1.8%	3.3%	19.4%	-0.6%	0.0%	7.6	3.1%	-7.6%	4.3%
CCC1(C)N([O-])C(C)=C(c2ccccc2)[N+]1=O (configuration not stated)	-0.4%	?	-1.2%	-3.5%	3.4%	-3.8%	-10.2%	-9.6	4.7%	?	0.6%
Cc1cc(C(=O)COC(=O)c2ccncc2)c(C)n1Cc1ccco1	0.849µM*	-9.0%	3.3%	?	-8.7%	-12.1%	38.2%	2.4	-4.4%	40.1%	7.9%
COc1ccc2nc3ccccc3nc2c1NC(=O)c1ccccc1Cl	0.3%	-0.8%	-7.9%	6.4%	11.7%	-4.6%	-13.6%	-4.1	-2.1%	17.7%	-3.8%
CC(=O)/C(=N\Nc1ccc(C)cc1)N1CCOCC1	-3.6%	0.3%	3.0%	-1.1%	3.3%	2.0%	-23.1%	-20.1	-4.0%	12.0%	-9.2%
CCOc1ccccc1NC(=O)Cn1nc(-c2ccco2)ccc1=O	-1.7%	-8.9%	5.9%	-2.8%	6.1%	-1.0%	-12.3%	-5.7	/	3.1%	1.5%
Cc1ccc(-n2cc(S(=O)(=O)c3ccc(C)cc3)[nH]c2=O)cc1	?	-0.7%	-0.2%	-3.2%	-5.5%	-4.2%	0.0%	1.9	7.08µM*	8.2%	1.8%
CCN(CC)C(=O)CSc1nc(Cc2ccccc2)nc2ccccc12	-2.7%	0.4%	-6.6%	-4.0%	-27.1%	-3.4%	-45.3%	-2.8	6.5%	41.9%	/
Cc1cc(C)cc(OCC(=O)OCC(=O)c2cc(C)n(C3CC3)c2C)c1	-6.6%	-4.6%	1.4%	0.8%	-7.3%	-0.8%	3.9%	-7.4	1.9%	-34.5%	-14.1%
O=C(O)c1ccc(Nc2ncnc3scc(-c4ccccc4)c23)cc1	-18.3%	7.6%	3.0%	-1.9%	?	-4.3%	4.6%	?	-7.0%	1.1%	-1.4%
